FXIIa inh – inhibitors of human coagulation factor XIIa; P00748; purified human FXIIa, AMC substrate fluorescence, 2 h; inhibition, % at 10 µM; 33,000 compounds, 0.2% hits; in the data active = inhibition above about 30%;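 note: 0% = enzyme with vehicle only and 100% = no enzyme blank; many of its hits are not listed in these tables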
Target sequence (P00748 20-372 limits assumed): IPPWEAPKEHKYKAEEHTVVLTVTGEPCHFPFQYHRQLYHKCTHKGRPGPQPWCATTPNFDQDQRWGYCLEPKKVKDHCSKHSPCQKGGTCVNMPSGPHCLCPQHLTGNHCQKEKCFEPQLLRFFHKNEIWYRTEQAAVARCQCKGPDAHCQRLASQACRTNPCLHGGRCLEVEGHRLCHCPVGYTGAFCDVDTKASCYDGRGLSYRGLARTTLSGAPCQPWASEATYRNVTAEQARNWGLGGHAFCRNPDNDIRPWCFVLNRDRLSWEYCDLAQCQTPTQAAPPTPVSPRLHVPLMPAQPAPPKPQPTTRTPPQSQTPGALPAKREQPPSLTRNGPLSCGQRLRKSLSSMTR
Target sequence (P00748 373-615 limits assumed): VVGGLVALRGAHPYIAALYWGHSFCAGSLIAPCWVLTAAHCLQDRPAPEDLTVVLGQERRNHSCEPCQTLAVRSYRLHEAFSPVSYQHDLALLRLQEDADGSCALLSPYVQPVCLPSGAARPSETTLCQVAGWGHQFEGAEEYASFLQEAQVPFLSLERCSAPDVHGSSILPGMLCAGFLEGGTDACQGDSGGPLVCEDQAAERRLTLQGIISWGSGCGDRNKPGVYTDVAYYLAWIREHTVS
FXIa single inh – blocks human coagulation factor XIa activity. P03951. purified human FXIa, fluorogenic AMC substrate cleavage. inhibition, % at 10 µM. 33,000 compounds, 0.3% hits;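 active = inhibition above 40% in the primary screen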;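 note: 0% = enzyme without compound and 100% = blank wells lacking enzyme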
An asterisk follows results filed as active; & = joins results of further samples.

Molecule | FXIIa inh | FXIa single inh
CC(=O)Nc1c(O)nc(SCC(=O)Nc2sc3c(c2C#N)CCCCCC3)[nH]c1=O | -2 | -4
CC(C)CCn1nnnc1C(C(C)C)N1CCC(C(N)=O)CC1 (stereo not drawn) | 6 | -1
CC(=O)OCCN1C(=O)c2cccnc2C1=O | 3 | 4
O=C(CCc1ccccc1)Nc1nnc(-c2ccc3c(c2)CCCC3)o1 | 6 | 2
O=C(Nc1ncnc2sc3c(c12)CCCCC3)c1ccccc1 | -16 | 26
C=CCc1c(C)[nH]c2ccc(C)cc2c1=O | 5 | -2
O=C(NCC(=O)N(Cc1cccs1)C(C(=O)NC1CCCCC1)c1ccco1)c1ccco1 (stereo not drawn) | 7 | 3
Nc1ncnc2nc(Sc3ccc(Cl)cc3)[nH]c12 | 6 | 2
Cn1c(C(=O)OCC(=O)NCCc2ccccc2)cc2sccc21 | 0 | -3
COc1ccccc1-n1cnnc1SCC(=O)N1CC(=O)Nc2ccccc21 | 4 | 8
Cc1cc2ccccc2n1CCNC(=O)c1ccc(S(=O)(=O)N2CCCCC2)cc1 | 3 | 3
CCOC(=O)C1CCN(C(=O)/C=C/c2ccc(OC)cc2)CC1 | 7 | -2
CS(=O)(=O)N(CC(=O)N1CCN(c2ccccc2)CC1)Cc1ccc(Cl)cc1 | -2 | -4
CCC(c1nnnn1C(C)(C)CC)N(CCCN1CCOCC1)Cc1cc2cccc(C)c2[nH]c1=O (stereo not drawn) | -15 | 12
CCOC(=O)c1sc(NC(=O)CSc2nnc(Cc3ccccc3)o2)c(C#N)c1C | 1 | -2
CCN1C(=O)CC(N2CCC(Nc3ccc(F)cc3)CC2)C1=O (stereo not drawn) | -2 | -1
CCOC(=O)CSc1nc2ccccc2n2cnnc12 | 5 | 10
Cc1ccc(OC(=O)c2cccc(C(=O)Oc3ccc(C)cc3)n2)cc1 | 2 | -8
CC(Sc1nc(-c2ccccc2)nc2c1COC(C)(C)C2)C(=O)N1CCOCC1 (stereo not drawn) | 7 | 11
CCOc1ccc(CC(=O)OCN2C(=O)c3ccccc3C2=O)cc1 | 8 | 4
CCC(C)NCc1ccc(C(=O)OC)o1 (stereo not drawn) | 3 | -2
CCC(=O)c1ccc(N2CCN(C(=O)Cc3ccccc3)CC2)c(F)c1 | -15 | 3
O=C(Nc1ccc2c(c1)OCO2)C1CCN(Cc2cnn(-c3ccccc3)c2-n2cccc2)CC1 | 4 | -6
CCOc1ccc(NC(=O)c2ccccc2NS(C)(=O)=O)cc1 | 8 | -8
CC1=CCC2C(=O)N(C(C)c3ccccc3)C(=O)C2C1 (stereo not drawn) | 2 | 4

No new results follow: 2 of the compounds above.
Molecule | FXIIa inh | FXIa single inh
CC(=O)Nc1c(O)nc(SCC(=O)Nc2sc3c(c2C#N)CCCCCC3)[nH]c1=O | -2 | -4
CC(C)CCn1nnnc1C(C(C)C)N1CCC(C(N)=O)CC1 (stereo not drawn) | 6 | -1

The listing continues.
Molecule | FXIIa inh | FXIa single inh
O=C(Cc1ccccc1)N1CCCC(c2nc(-c3ccc(S(=O)(=O)N4CCCC4)cc3)no2)C1 (stereo not drawn) | 2 | 6
CCN(CC(=O)NC1CCS(=O)(=O)C1)c1ccc(S(C)(=O)=O)cc1[N+](=O)[O-] (stereo not drawn) | 5 | 0
CCC(C)(C)NC(=O)Cc1ccc(C)cc1 | 1 | -1
Cc1ccc(C(=O)CSc2nc(C)cc(SCc3nnc(-c4ccccc4)o3)n2)cc1 | 4 | -1
CC1=CC(=O)C(C(C)C)=C/C1=N/OC(=O)c1cccc([N+](=O)[O-])c1 | -2 | 7
CC1C(=O)CCCCCCCCCC2C1(N1CCOCC1)CS2(=O)=O (stereo not drawn) | 2 | -4
CC1(C)Cc2c(sc3nc4n(c(=O)c23)CCC4)CO1 | 5 | -2
O=C(Oc1ccccc1Cl)c1ccccc1P(=O)(O)O | -13 | 16
O=C(CSc1nccc(=O)[nH]1)Nc1ccc(F)c(Cl)c1 | -13 | -2
O=C(O)c1ccc(S(=O)(=O)c2ccc3c(c2)C(=O)N(Cc2ccco2)C3=O)cc1 | 7 | 1
Cc1cc(NC(=O)CSc2n[nH]c(CC(C)C)n2)no1 | 3 | 1
O=P(OC1CCCCC1)(OC1CCCCC1)C(O)c1ccc(Cl)cc1Cl (stereo not drawn) | 9 | 4
O=C(Nc1nc2c(s1)CN(Cc1ccccc1)CC2)c1cccc(S(=O)(=O)N2CCc3ccccc32)c1 | 3 | 9
Cc1ccc(NC(=O)CC2S/C(=N/c3nccs3)N(C)C2=O)c(C)c1 (stereo not drawn) | 5 | -4
CC(C)Cn1c(NCCO)nc2ccccc21 | -1 | -3
Oc1ccccc1-c1cc(C(F)(F)F)[nH]n1 | 6 | 5
CCOC(=O)c1c(C2CC2)csc1NC(C)=O | 8 | -4
Cc1cc(N2C3CCC2CC(O)(c2ccc(F)cc2)C3)nc(-c2ccccc2)n1 (stereo not drawn) | 2 | 0
COCCCNC(=O)CN(c1cc(OC)ccc1OC)S(=O)(=O)c1ccccc1 | 1 | -1
Cc1cc(C(=O)OCC(=O)NC2CCCCC2)c(C)o1 | 2 | 4
CC(=O)OCC[N+](C)(C)C | -10 | -14
Cc1ccc2nc(-c3cccc(NC(=O)c4ccco4)c3)[nH]c2c1 | 25 | 0
CCOC(=O)C1C2C=CC3(CN(CCc4ccccc4)C(=O)C13)O2 (stereo not drawn) | 4 | 2
CC(C)(C)NC(=O)CN1CCC(O)(c2ccc3c(c2)OCO3)CC1 | 11 | -1
COc1ccc(Oc2ncc(CN3CCN(c4ccccc4)CC3)s2)cc1 | 13 | -6

As entered above:
In FXIIa inh, CCC(C)(C)NC(=O)Cc1ccc(C)cc1 reads 1
In FXIa single inh, CCOC(=O)C1C2C=CC3(CN(CCc4ccccc4)C(=O)C13)O2 (stereo not drawn) reads 2
In FXIIa inh, O=C(Nc1ncnc2sc3c(c12)CCCCC3)c1ccccc1 reads -16

One compound at a time (already shown).
O=P(OC1CCCCC1)(OC1CCCCC1)C(O)c1ccc(Cl)cc1Cl (stereo not drawn) in the list: FXIIa inh = 9; FXIa single inh = 4
Cc1ccc(NC(=O)CC2S/C(=N/c3nccs3)N(C)C2=O)c(C)c1 (stereo not drawn) in the list: FXIIa inh = 5; FXIa single inh = -4

Continued.
Molecule | FXIIa inh | FXIa single inh
O=C(Nc1nc2c(c(=O)[nH]1)CCCC2)C1CC1 | 8 | 2
CCC(N1CCOC1=O)S(=O)(=O)c1ccc(C)cc1 (stereo not drawn) | 0 | -1
C1CCN(c2c3c(nc4nnnn24)CCCC3)CC1 | 22 | 6
COCCSc1ccccc1C(=O)N1CCN(Cc2ccc3c(c2)OCO3)CC1 | 7 | -2
Cc1ccccc1C(=O)NC1CCN(C(=O)N(c2ccccc2)c2ccccc2)CC1 | 18 | 21
COc1ccc(C2C(C(=O)c3sc(C)nc3C)=C(O)C(=O)N2CCCn2ccnc2)cc1OC (stereo not drawn) | 9 | 3
CCOc1ccc2[nH]c(C)c(CN3CCN(C)CC3)c(=O)c2c1 | -12 | 13
COC(=O)c1cc(COc2ccc3c(c2)oc(=O)c2ccccc23)c(C)o1 | -2 | -13
c1ccc(OCCSc2nc3ccccc3[nH]2)cc1 | 3 | -5
CCCOc1ccccc1C(=O)NC(CO)C(=O)O (stereo not drawn) | 3 | 3
CCC(C)n1c(SC(C)C#N)nc2ccccc2c1=O (stereo not drawn) | -5 | -2
O=C(CSc1nnnn1-c1cccc2c1CCCC2)NC1CCCC1 | 11 | 1
Cc1[nH]nc2c1C1(CCN(Cc3ccccc3)CC1)C(C#N)=C(N)O2 | 5 | 1
Cc1occc1-c1nnc(SCC(=O)Nc2nc3ccccc3s2)o1 | -2 | -9
Cc1ccc(-n2nc(C(=O)c3ccccc3)n3c(=O)c(Cc4ccccc4)nnc23)cc1 | -16 | 5
Cc1ccccc1NC(=S)N(C)C1(c2ccccc2Cl)CCCCC1=O (stereo not drawn) | -4 | -6
CSc1cccc(NC(=O)CSc2nc3ccccc3o2)c1 | 1 | 0
CC(=O)c1ccc(NC(=O)c2ccc3nc(-c4ccco4)c(-c4ccco4)nc3c2)cc1 | 16 | 8
Cc1ccc(S(=O)(=O)CCC(=O)Nc2nccs2)cc1 | 9 | 3
CC(C)CNC(=S)NNC(=O)c1nn(C)cc1Cl | 1 | -10
O=C(NCCCN1CCCC1=O)NC1CCCCC1 | 11 | -2
Cc1nc2nc(CSc3ccc(Cl)cc3)cc(=O)n2[nH]1 | 3 | -14
COc1ccc(NC(=O)CSc2ncc(-c3ccc(F)cc3)n2Cc2ccco2)cc1 | -1 | 1
O=C1/C(=C/c2cccnc2)Oc2cc(OS(=O)(=O)c3ccccc3)ccc21 | 3 | -10
Cc1ccc(-c2nnc(NC3CCCCC3)c3ccccc23)cc1S(=O)(=O)N1CCN(C)CC1 | 1 | -2

Reformatted: two of the compounds above.
FXIIa inh	FXIa single inh	SMILES
1	-10	CC(C)CNC(=S)NNC(=O)c1nn(C)cc1Cl
11	-2	O=C(NCCCN1CCCC1=O)NC1CCCCC1

(more compounds)
Molecule | FXIIa inh | FXIa single inh
CCS(=O)(=O)N1CCC(C(=O)NC2CCCCC2)CC1 | 4 | 5
Cc1cc(Cl)c(S(=O)(=O)NCCC(=O)O)cc1OCC(N)=O | 10 | 0
Cc1ccc(C2CC(=O)Nc3cc4c(cc32)OCO4)o1 (stereo not drawn) | 6 | 8
Cc1sc2ncnc(N(C)Cc3ccco3)c2c1C | 6 | 1
CCCc1cc(=O)[nH]c(SCC(=O)NC(=O)OCC)n1 | 3 | 8
O=C(Nc1ccc2nsnc2c1)N1CCCCCC1 | -15 | 24
COc1ccc(N2CCN(C(=O)CN(Cc3ccc(Cl)cc3)S(C)(=O)=O)CC2)cc1 | 8 | 5
COc1cccc(Nc2nc(NCC3CCCO3)c3ccccc3n2)c1 (stereo not drawn) | 10 | -1
O=C(Nc1ccccc1C(=O)Nc1ccccc1C(=O)NCc1ccco1)c1ccco1 | -11 | 1
Cc1cc(NC(=O)c2cc(-c3cccnc3)nc3c(C)c(C)ccc23)no1 | 0 | -1
COc1cccc(-c2nc(CS(=O)(=O)CC(=O)NC3CCCc4ccccc43)c(C)o2)c1 (stereo not drawn) | 4 | 4
Cc1ccc(C2C(C(=O)c3ccco3)=C(O)C(=O)N2c2nnc(C)s2)cc1 (stereo not drawn) | 5 | 3
O=C(c1cccnc1)N1CCN(C(=O)c2ccco2)CC1 | 5 | -8
COc1ccccc1OCCn1c(=O)sc2ccccc21 | 5 | -2
Cc1cccc2c1N(CCCOc1ccccc1)C(=O)C2=O | 3 | 8
Cc1ccc2cc(C3C(C#N)=C(N)Oc4c3ccc3cccnc43)c(=O)[nH]c2c1 (stereo not drawn) | 6 | -11
CCSc1nc2ccccc2[nH]1 | 11&-2 | 8&-7
O=C(Nc1ccc(-c2nc3ccccc3o2)cc1)C1CCCO1 (stereo not drawn) | 1 | 3
CCCS(=O)(=O)N1CCN(c2ccccn2)CC1 | 2 | -1
COc1ccc2c(Cl)c(-c3nnc(SCC(=O)c4ccccc4)n3C)sc2c1 | -1 | -2
O=C(Nc1ccc(-c2nc3ccc(NC(=O)c4cccs4)cc3[nH]2)cc1)c1cccs1 | 2 | 0
O=C(CCC1COc2ccccc2O1)Nc1ccc(Cl)cn1 (stereo not drawn) | 8 | 1
CC(C)=CC1C=C(C)C(C)C2C(=O)NNC(=O)C12 (stereo not drawn) | 3 | -10
c1ccc2nc(N3CCOCC3)cnc2c1 | -1 | 0
COC(=O)C1=C(C)N(CCc2ccc(OC)c(OC)c2)C(=O)C1 | 1 | -2
CC1CCN(S(=O)(=O)c2ccc3c(c2)oc(=O)n3CC(=O)N2CCc3ccccc3C2)CC1 | 2 | 5
CN1C(=O)CC(Sc2ncccc2C(=O)O)C1=O (stereo not drawn) | 0 | -10
O=C(Nc1nc(-c2ccc(S(=O)(=O)N3CCOCC3)cc2)cs1)c1ccccc1 | 5 | 10
O=C(Cc1ccc(Cl)cc1)N1CCN(C(=O)c2ccco2)CC1 | 2 | -2
CSCCC(NC(=O)OCc1ccccc1)C(=O)O (stereo not drawn) | 2 | 0
COc1ccc(-c2nc(Cn3c(SCc4ccc(C)cc4)nc4ccncc43)c(C)o2)cc1OC | 5 | 11
O=C(CCN1C(=O)c2ccncc2C1=O)Nc1ccc(F)cc1 | 13 | 6
C=CCOC(=O)C1=C(C)Nc2nnnn2C1c1ccc(OC)cc1OC (stereo not drawn) | 1 | -7
C[C@H]1O[C@H]1P(=O)(O)O | -15 | -14
Cc1ccc(CCNC(=O)c2ccc(CS(=O)(=O)Cc3ccccc3F)o2)cc1 | 3 | -9
COc1ccc(CCNC(=O)CN2CCN(Cc3ccc(F)cc3)C2=O)cc1OC | 2 | 2
O=C(CCCOc1ccc(Cl)cc1Cl)N1CCc2ccccc2C1 | 2 | -1
O=C(NC1CCCCC1)N1CCc2ccccc21 | 6 | -4
Cc1c(NC(=O)c2ccc(F)c(S(=O)(=O)N3CCOCC3)c2)c(=O)n(-c2ccccc2)n1C | -16 | 3
CCc1ccc(OCCNC(=O)c2cccs2)cc1 | 2 | 0
O=C(NCc1ccccc1Cl)C1CCCN(S(=O)(=O)c2cccc3nsnc23)C1 (stereo not drawn) | -10 | 13
CCOC(=O)c1c(NC(=O)CSc2nnc(-c3ccncc3)n2Cc2ccco2)sc(C)c1C | -8 | 15
C=CCn1c(SCC(=O)Nc2cc(NC(C)=O)ccc2OC)nnc1-c1ccccn1 | -5 | 0
Cc1c(N=Cc2cccnc2)c(=O)n(-c2ccccc2)n1C | 5 | 4
COc1ccc(C(=O)OCC(=O)Nc2ccc(F)cc2F)cc1OC | -18 | 3
OC(COc1ccc2cc(Br)ccc2c1)CN1CCCC1 (stereo not drawn) | 4 | 0
COc1ccc(CC(=O)Nc2ccc(S(=O)(=O)NC(C)C)cc2)cc1 | 8 | -7
COc1cccc(C2C(C(C)=O)=C(O)C(=O)N2Cc2ccco2)c1 (stereo not drawn) | 4 | 1
O=C(Nc1ccccc1-c1nc2ccccc2s1)c1ccc(Br)o1 | 7 | -4
CCS(=O)(=O)N1CCN(C(=O)CCC2CCCC2)CC1 | 3 | 7
Cc1cc(C)nc(Nc2ncc(O)n2-c2ccc(C)c(C)c2)n1 | 6 | -1
Nc1cc(=O)[nH]c(SCC(=O)Nc2ccc(F)c(Cl)c2)n1 | 4 | -11

High-throughput results from PubChem.

Only part of the results is shown; the hit share may differ from the screen's.
